S1P3 ag = activates the human S1P3 receptor; AID 373; Q99500; S1P3 NFAT-BLA reporter cells, agonism, FRET ratio; relative to 1 µM S1P, basal subtracted; 60,000 tested, 0.1% active; activation, % at 4.5 µM;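 active means activation above the screen-wide mean plus 3 SD, cut at about 4.5% in these data, passing the limit was not always enough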; further: some compounds called inactive have numbers as strong as hits
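Assay system: stable CHO line with human S1P3, Gα16, NFAT-BLA reporter; Detection: FRET β-lactamase substrate fluorescence, excitation 405 nm, 460/535 nm emission ratio, background-subtracted; Read-out: percent activation versus median 1 µM S1P response, basal-subtracted, per plate; Incubation: cells plated overnight, compound 4 h 37 °C, substrate 2 h RT.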
5HT1a antag = 5-HT1a (human) receptor antagonism; inhibition, % at 10 µM; P08908; 62,000 tested, 0.68% active; CHO 5-HT1a Ga15 NFAT-bla reporter, antagonist mode;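 active means inhibition above the mean of all tested compounds plus 3 SD, cut at about 43% in these data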;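 further: receptor stimulated by 5-CT agonist at 100 nM near EC80; beta-lactamase reporter measured by ratiometric fluorescence of a cleavable substrate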
S1P1 ag-PAM = agonists and agonism potentiators of human S1P1 receptor; P21453; S1P1 CRE-bla cells, forskolin, beta-lactamase FRET, potentiator mode; S1P1 agonist co-added at EC20, 2 nM; 100% = saturating reference agonist, 0% = basal; activation, % at 9.5 µM; 56,000 tested, 0.57% active;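 active means activation above a cutoff set at the mean activation of all tested compounds plus 3 SD, cut at about 54% in these data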;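 further: forskolin at 4 µM as EC80 and the EC20 agonist is SEW2871; 100% = SEW2871 at its EC100 plus forskolin at EC80; some compounds past the cut are filed as inactive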
HTR1E antagonist = antagonists of human 5-HT1E serotonin receptor; P28566; CHO 5-HT1E Ga15 NFAT-bla reporter, FRET, antagonist; inhibition, % at 6 µM; 65,000 tested, 0.99% active; AID 571;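 active means inhibition above a set limit, the mean inhibition across every tested compound plus 3 SD, cut at about 29% in these data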;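 further: signal is the 460 over 535 nm emission ratio of beta-lactamase substrate; 0% = agonist plus DMSO wells and 100% = wells without agonist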
Target sequence (P28566 whole entry, looked up): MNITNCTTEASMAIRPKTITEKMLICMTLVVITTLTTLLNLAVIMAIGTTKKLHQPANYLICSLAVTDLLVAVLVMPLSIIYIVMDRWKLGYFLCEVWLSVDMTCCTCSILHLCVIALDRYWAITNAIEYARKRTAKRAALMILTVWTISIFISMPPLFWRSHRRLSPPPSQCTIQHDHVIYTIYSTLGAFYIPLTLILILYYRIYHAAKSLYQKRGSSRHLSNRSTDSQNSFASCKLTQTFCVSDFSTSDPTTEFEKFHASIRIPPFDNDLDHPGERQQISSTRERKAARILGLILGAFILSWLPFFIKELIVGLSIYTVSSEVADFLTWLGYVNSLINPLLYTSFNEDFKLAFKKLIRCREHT
tolC growth inh = growth inhibitors of E. coli BW25113 tolC mutant | growth inhibition, % at 10 µM (by protocol) | AID 573 | OD615 | 65,000 tested, 2.2% active;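 active means growth inhibition at or above a cutoff equal to the mean over every tested compound plus 3 SD, cut at about 60% in these data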;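 further: growth measured after 20 h incubation at 37 °C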
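Assay system: tolC-deleted E. coli BW25113. Medium: kanamycin-containing LB broth (50 µg/mL). Dosing: 10 µM final, single dose. Timing: bacterial growth with compound for 20 h at 37 °C. Detection: A615 absorbance measurement. Read-out basis: growth inhibition in percent.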
AP ELISA ortho = alternative pathway complement inhibition, orthogonal assay; Human serum alternative complement pathway, LPS-coated ELISA, C3 deposition; tested in compound mixtures; inhibition, % at 5 µM; 62,000 tested, 0.08% active; AID 1235;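 active means inhibition above 30% in each of the two pooled mixtures holding the compound, so the lower value exceeds 30%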;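 further: 0% = serum in Mg-EGTA without compound and 100% = EDTA serum blank; some compounds past the cut are filed as inactive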
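Test system: human serum alternative complement pathway, C3 deposition on LPS-coated wells; also added: Plate-bound LPS; doses: 5 µM per compound in ten-compound mixtures; schedule: 1 h at 37 °C; detection: Anti-C3 ELISA, OD 450 nm; evaluation: percent inhibition of C3 deposition onto LPS; repeats: two pool placements per compound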
5HT1E ag = agonists of human 5-HT1E serotonin receptor. CHO 5-HT1E Ga15 NFAT-bla reporter, FRET; 0% DMSO wells, 100% control agonist wells. 65,000 tested, 0.69% active. activation, % at 6 µM. AID 574. P28566;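 active means activation above a set limit, the screen-wide mean activation plus 3 SD, cut at about 8.5% in these data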;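 further: 100% = positive control agonist at 1 µM giving full maximal response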
SF1 activator = activators of human nuclear receptor SF-1 | 65,000 tested, 1.9% active | CHO-K1 Gal4-SF-1 LBD luciferase reporter; % increase over DMSO SF-1-specific signal | Q13285 | activation, % at 10 µM;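 active means activation above the mean activation of all tested compounds plus 3 SD, cut at about 50% in these data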
Target sequence (Q13285 whole entry, looked up, the tested form may be a part): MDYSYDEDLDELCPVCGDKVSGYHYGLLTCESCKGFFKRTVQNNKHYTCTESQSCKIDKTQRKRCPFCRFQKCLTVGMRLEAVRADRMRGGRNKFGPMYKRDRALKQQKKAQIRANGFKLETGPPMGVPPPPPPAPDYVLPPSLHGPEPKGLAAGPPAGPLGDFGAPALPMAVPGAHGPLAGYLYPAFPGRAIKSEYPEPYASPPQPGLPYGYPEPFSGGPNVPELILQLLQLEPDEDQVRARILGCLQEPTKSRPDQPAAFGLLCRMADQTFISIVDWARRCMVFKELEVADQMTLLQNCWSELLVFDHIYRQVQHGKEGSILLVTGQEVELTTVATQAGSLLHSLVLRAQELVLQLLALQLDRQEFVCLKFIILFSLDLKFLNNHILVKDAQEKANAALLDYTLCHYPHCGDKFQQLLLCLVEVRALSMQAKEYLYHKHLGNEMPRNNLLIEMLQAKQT
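Assay system: CHO-K1 cells co-transfected with Gal4 DBD–human SF-1 LBD, 5xGal4 luciferase reporter / Input: 4,000 cells per well / Incubation: 20 h compound exposure at 37 °C after 1 h cell settling / Detection: SteadyLite luciferase luminescence / Control set: DMSO negative control and −SF1 background wells / Replication: one test per compound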
RORA act = RORA (human) activation. CHO-K1 Gal4-RORA LBD luciferase reporter, luminescence; percent increase over mock-subtracted basal signal. activation, % at 10 µM. 65,000 tested, 1.5% active;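 active means activation above the mean of all tested compounds plus 3 SD, cut at about 49% in these data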;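 further: 0% = DMSO-treated RORA cells and 100% = added signal equal to DMSO minus mock-transfected cells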
The depositor's hits bear a star; . = not tested or not shown.

Field names – A = S1P3 ag; B = 5HT1a antag; C = S1P1 ag-PAM; D = HTR1E antagonist; E = tolC growth inh; F = AP ELISA ortho; G = 5HT1E ag; H = SF1 activator; I = RORA act
CCC(=O)Nc1ccccc1N1CCN(S(C)(=O)=O)CC1
  A: -1.3	B: 11	C: 11	D: 1	E: -9	F: 14	G: -0.7	H: -10	I: -14
O=C(CC1CCCC1)Nc1nnc(C2CC2)s1
  A: -1.1	B: -2	C: 8	D: 4	E: 0	F: 1	G: 1.0	H: 15	I: 16
Nc1nc(N2CCCCC2)nc(N(c2ccccc2)c2ccccc2)n1
  A: -1.0	B: -13	C: -18	D: -1	E: -3	F: -8	G: 0.9	H: 7	I: 12
O=C(Nc1ccccc1)OCCNC(=O)c1ccccc1
  A: -1.4	B: -6	C: 12	D: 1	E: 10	F: 10	G: 0.1	H: -17	I: 8
COc1ccc(-n2ncc3c(NC(C)C)ncnc32)cc1
  A: -1.1	B: -6	C: 16	D: 4	E: 11	F: 5	G: -0.6	H: -10	I: -30
Cc1cc(N=Cc2cc(Br)ccc2O)no1
  A: -0.1	B: 1	C: -21	D: 0	E: 6	F: 3	G: 0.6	H: -4	I: -15
CCN(CCCNC(=O)CCc1nc(-c2ccc(C)cc2)no1)c1cccc(C)c1
  A: -0.7	B: 11	C: 8	D: 1	E: 91*	F: 11	G: 0.3	H: 11	I: -4
CCS(=O)(=O)c1ccc(O)c(N2C(=O)C3C4C=CC(C4)C3C2=O)c1 (centres undefined)
  A: 1.0	B: -16	C: -19	D: 0	E: -14	F: .	G: 0.1	H: -10	I: 7
COC(=O)c1[nH]c(=O)c2ccccc2c1OCc1ccccc1
  A: -0.5	B: 4	C: -18	D: 13	E: 2	F: 19	G: -1.3	H: -1	I: -13
c1ccc(CSc2nnc(SCc3ccccn3)s2)nc1
  A: 1.4	B: .	C: 4	D: -10	E: 14	F: .	G: 0.8	H: 38	I: 14
CCOc1ccc(C(=O)NCc2cccs2)cc1
  A: -0.6	B: 6	C: -18	D: 0	E: 0	F: -5	G: -0.8	H: 42	I: 39
CCN(CCNC(=O)C1CCN(S(=O)(=O)c2cccc3nsnc23)CC1)c1ccccc1
  A: 0.5	B: -8	C: 8	D: -7	E: 15	F: 3	G: 0.1	H: -6	I: -16
O=C(O)CSc1nc2ccccc2o1
  A: -0.4	B: -7	C: -13	D: -3	E: -18	F: -10	G: -1.3	H: -16	I: -2
Cc1ccc(C)c(/C(O)=C2\C(=O)C(=O)N(Cc3cccnc3)C2c2cccnc2)c1 (centres undefined)
  A: -0.3	B: 7	C: 9	D: 5	E: -6	F: 29	G: -1.0	H: 0	I: 14
COc1ccc(C(=O)COC(=O)CCn2nnc(-c3cccs3)n2)cc1
  A: -0.2	B: 12	C: -2	D: -5	E: -20	F: 1	G: -1.0	H: 10	I: -10
Cc1c(OCc2ccccc2)c(=O)ccn1Cc1ccccc1
  A: -1.7	B: .	C: 7	D: -14	E: 4	F: 12	G: 0.6	H: 39	I: -2
CCOC(=O)c1cc2c(=O)n3cccc(C)c3nc2n(Cc2ccco2)c1=NC(=O)c1cccnc1
  A: -0.1	B: -14	C: -22	D: -9	E: 6	F: 12	G: 0.7	H: 3	I: -2
CCN(CC)S(=O)(=O)c1ccc2oc(C(=O)N3CCCCCC3)c(C)c2c1
  A: .	B: -4	C: .	D: -1	E: 37	F: 15	G: -0.1	H: -14	I: -10
Cc1nc2ccccc2n1S(=O)(=O)c1ccc(S(=O)(=O)N2CCCCCC2)cc1
  A: 0.1	B: -13	C: -20	D: -6	E: -23	F: 16	G: -0.5	H: -10	I: -20
COc1cccc(Nc2ncnc3c2cnn3-c2cccc(C)c2)c1
  A: -0.1	B: 12	C: -13	D: -2	E: -23	F: 13	G: 0.1	H: 13	I: 23
O=C(Nc1cccnc1)c1cccs1
  A: 0.0	B: 4	C: .	D: 6	E: -22	F: -18	G: -2.1	H: -16	I: 4
Cc1cc(NC(=O)c2ccc3c(c2)C(=O)N(CCC(C)C)C3=O)no1
  A: -0.5	B: 4	C: .	D: 2	E: -7	F: -12	G: -0.8	H: -13	I: 16
O=C(CSc1nnc(-c2cccs2)n1CC1CCCO1)c1cc2ccccc2o1 (centres undefined)
  A: -1.0	B: 26	C: 18	D: 8	E: 11	F: 5	G: 0.0	H: -15	I: 4
O=C(CSc1ncnc2c1cnn2-c1ccccc1Cl)N1CCN(C(=O)c2ccco2)CC1
  A: -0.1	B: -16	C: 19	D: 1	E: -13	F: 6	G: -0.1	H: -19	I: -17
c1ccc(N2CCN(c3nc4ccccc4n4nnnc34)CC2)cc1
  A: -0.6	B: 0	C: -9	D: -4	E: 22	F: 10	G: -0.9	H: -4	I: 5
Cc1nc2ncccn2c1-c1csc(NCc2ccco2)n1
  A: -1.0	B: -7	C: .	D: -8	E: -3	F: -7	G: 0.6	H: -2	I: -17
CCC(=O)N1CCc2cc(S(=O)(=O)N3CCN(C(=O)c4ccco4)CC3)ccc21
  A: .	B: -6	C: .	D: 4	E: 10	F: 13	G: 0.8	H: -15	I: 8
COCCn1c(=O)[nH]c2cc(C(=O)NCCN3CCN(c4ccccc4F)CC3)ccc2c1=O
  A: .	B: 52*	C: .	D: 12	E: -3	F: -1	G: -0.3	H: 7	I: -18
CN1CCN(C(=O)c2ccccc2NC(=O)Cc2ccccc2)CC1
  A: -0.6	B: 2	C: .	D: 0	E: 8	F: 2	G: 0.2	H: 1	I: 22
O=C(NCc1ccc(Cl)cc1)C1CCCN(S(=O)(=O)c2cnc[nH]2)C1 (centres undefined)
  A: 0.8	B: -1	C: -11	D: -12	E: -16	F: 11	G: 0.9	H: -6	I: 11
Cc1ccc(S(=O)(=O)N2CCCC(C(=O)NCC3COCCO3)C2)cc1 (centres undefined)
  A: -1.5	B: 5	C: 0	D: -2	E: -17	F: 3	G: 1.3	H: -7	I: -1
Cc1[nH]c(=O)[nH]c(=O)c1NS(=O)(=O)c1ccc2c(c1)CCCC2
  A: -0.4	B: 0	C: -6	D: -1	E: -12	F: 26	G: -1.1	H: -17	I: 4
Cc1ccc2c(c1)c(C)c(C)n2CC(O)Cn1nnc2ccccc21 (centres undefined)
  A: .	B: 13	C: .	D: 2	E: 42	F: 6	G: 0.1	H: 3	I: 12
CCOC(=O)c1[nH]c(C)c(C(=O)N(C)Cc2ccccc2)c1C
  A: -0.3	B: 0	C: -2	D: 1	E: 4	F: 14	G: -0.8	H: 6	I: 2
COc1cccc(/C=N/n2c(C)nc3ccccc3c2=O)c1O
  A: -1.1	B: 9	C: -7	D: 4	E: -14	F: 17	G: -0.5	H: -2	I: 2
COc1ccccc1OC(=O)c1ccc2nsnc2c1
  A: -0.8	B: -9	C: 8	D: -1	E: 22	F: -3	G: 1.1	H: 8	I: -18
Fc1ccccc1N1CCN(CCCNc2ccc3nncn3n2)CC1
  A: 0.0	B: 29	C: 0	D: 6	E: -3	F: 1	G: 5.4	H: -4	I: -12
O=C(CN(Cc1cccs1)C(=O)CNC(=O)c1ccco1)NC1CCCCC1
  A: -0.6	B: -9	C: 2	D: 3	E: -1	F: 5	G: -0.2	H: 1	I: -10
O=C(O)c1ccc2noc(-c3ccccc3)c2c1
  A: 0.1	B: 0	C: 12	D: 1	E: -17	F: 7	G: 0.2	H: 27	I: 39
O=C(Nc1nnc(C2CCCC2)s1)C1CCN(S(=O)(=O)c2ccc(Cl)cc2)CC1
  A: -0.8	B: 8	C: -4	D: 1	E: -12	F: 3	G: -0.8	H: 2	I: 5
COc1cc(SC)ccc1C(=O)NC1CCCCC1
  A: -1.3	B: 18	C: 2	D: -5	E: -3	F: 1	G: 0.4	H: -7	I: 41
O=C(CSc1nnc(-c2ccccc2Br)o1)Nc1cccc2ccccc12
  A: 0.3	B: -4	C: 3	D: -3	E: -1	F: -10	G: 0.6	H: -9	I: 15
CCc1cccc(C)c1NC(=O)c1cccc(N(C)C)c1
  A: -1.8	B: 12	C: -8	D: 4	E: 1	F: -2	G: 0.3	H: -1	I: -19
COc1ccc(N2CCN(c3nc4c(c(=O)[nH]c(=O)n4C)n3Cc3cccc(C)c3)CC2)cc1
  A: -0.2	B: -2	C: 14	D: 7	E: 17	F: 3	G: 0.5	H: -11	I: 3
COc1cccc(C(=O)N(Cc2ccc(N(C)C)cc2)C2CCS(=O)(=O)C2)c1 (centres undefined)
  A: -0.8	B: 2	C: -1	D: 8	E: 1	F: 4	G: -0.3	H: 5	I: 3
O=C(NCCCN1CCOCC1)C1(c2ccccc2)CCOCC1
  A: -1.1	B: .	C: 12	D: -10	E: 0	F: .	G: -0.8	H: -4	I: -9
CCOC(=O)c1ccc(NC(=O)CC2SC(=NC)N(C)C2=O)cc1 (centres undefined)
  A: .	B: 4	C: .	D: 2	E: 3	F: 12	G: -0.4	H: -3	I: -2
N#C/C(=C(/O)COC(=O)c1ccc2c(c1)OCCO2)c1nc2ccccc2[nH]1
  A: -1.3	B: 0	C: -7	D: 5	E: 12	F: -1	G: 1.1	H: -9	I: -13

Not a retest: an excerpt of the list.
Field names – A = S1P3 ag; B = 5HT1a antag; C = S1P1 ag-PAM; D = HTR1E antagonist; E = tolC growth inh; F = AP ELISA ortho; G = 5HT1E ag; H = SF1 activator; I = RORA act
O=C(O)c1ccc2noc(-c3ccccc3)c2c1
  A: 0.1	B: 0	C: 12	D: 1	E: -17	F: 7	G: 0.2	H: 27	I: 39
O=C(Nc1nnc(C2CCCC2)s1)C1CCN(S(=O)(=O)c2ccc(Cl)cc2)CC1
  A: -0.8	B: 8	C: -4	D: 1	E: -12	F: 3	G: -0.8	H: 2	I: 5
COc1cc(SC)ccc1C(=O)NC1CCCCC1
  A: -1.3	B: 18	C: 2	D: -5	E: -3	F: 1	G: 0.4	H: -7	I: 41
O=C(CSc1nnc(-c2ccccc2Br)o1)Nc1cccc2ccccc12
  A: 0.3	B: -4	C: 3	D: -3	E: -1	F: -10	G: 0.6	H: -9	I: 15
CCc1cccc(C)c1NC(=O)c1cccc(N(C)C)c1
  A: -1.8	B: 12	C: -8	D: 4	E: 1	F: -2	G: 0.3	H: -1	I: -19
COc1ccc(N2CCN(c3nc4c(c(=O)[nH]c(=O)n4C)n3Cc3cccc(C)c3)CC2)cc1
  A: -0.2	B: -2	C: 14	D: 7	E: 17	F: 3	G: 0.5	H: -11	I: 3
COc1cccc(C(=O)N(Cc2ccc(N(C)C)cc2)C2CCS(=O)(=O)C2)c1 (centres undefined)
  A: -0.8	B: 2	C: -1	D: 8	E: 1	F: 4	G: -0.3	H: 5	I: 3

Compound activity as filed in PubChem BioAssay.
